Assay outcomes as filed in PubChem BioAssay.
E-sel TNF inh – TNF alpha driven E-selectin expression inhibition; inhibition, % at 2 µM; HUVEC TNFa-induced E-selectin immunofluorescence, high content; hit rate 0.71% among 120,000;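 active = inhibition above the batch mean plus 3 SD, and confirmed as a hit on visual image review, cut at about 43% in these data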;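 also: 0% = TNF-stimulated DMSO wells and 100% = unstimulated control wells; not every result past the cut was called active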
Measles CPE – protection of cells from measles virus; hit rate 1.5% among 140,000; Measles virus-infected cells, CPE protection, absorbance; AID 841; protection (pct of control), % at 4 µM; in the data active = protection mostly above about 24%, no sharp cut-off; inactive = mostly below about 26%; also: some compounds called inactive have numbers as strong as hits
Phagocyt inh – blocks phagocytosis by macrophages; J774A.1 macrophage IgG-bead phagocytosis, imaging; inhibition, % at 5 µM; hit rate 0.07% among 110,000; AID 1029;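 active = inhibition above the mean of the plate negative controls plus 5 SD, cut at about 13% in these data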;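 also: phagocytic index as fraction of beads internalized from green versus red external bead signal; plate controls were DMSO negative control for no effect and cytochalasin-D positive control for full effect; some results beyond the cut were filed as inactive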
NPY Y2 blocker – antagonists of human neuropeptide Y receptor Y2. P49146. NPY-Y2 expressing cells, antagonist mode. inhibition, % at 2.7 µM. hit rate 0.99% among 140,000. AID 793; in the data active = inhibition above about 17%;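 also: 0% = vehicle with agonist challenge and 100% = reference antagonist with challenge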
Target sequence (P49146 whole entry, looked up): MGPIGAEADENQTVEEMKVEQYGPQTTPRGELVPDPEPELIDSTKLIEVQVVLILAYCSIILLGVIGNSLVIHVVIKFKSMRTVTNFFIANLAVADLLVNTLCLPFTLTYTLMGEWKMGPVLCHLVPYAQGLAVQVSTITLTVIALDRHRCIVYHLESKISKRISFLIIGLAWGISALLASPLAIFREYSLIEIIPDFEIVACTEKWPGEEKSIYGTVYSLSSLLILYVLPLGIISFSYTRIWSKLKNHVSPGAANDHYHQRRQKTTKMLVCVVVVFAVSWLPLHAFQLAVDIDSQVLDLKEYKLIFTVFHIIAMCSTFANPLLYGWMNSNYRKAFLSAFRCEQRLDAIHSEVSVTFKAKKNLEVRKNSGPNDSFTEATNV
MRP1 act – activates MRP-1. H69AR cells + doxorubicin, viability rescue, CellTiter-Glo. hit rate 0.61% among 140,000. viability increase, % at 10 µM;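 active = viability gain under doxorubicin at or above a set limit, the compound median plus 3 SD, cut at about 4.7% in these data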;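 also: MRP-1 overexpressing cells given doxorubicin 25 µM after compound pretreatment; 18-22 h compound pretreatment then 72 h with doxorubicin before readout; 0% = doxorubicin-only wells and 100% = vehicle-treated cells without doxorubicin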
HCT116 PTEN-null – PTEN-deleted cell growth suppression | hit rate 1.2% among 140,000 | viability, % at 10 µM | HCT116 PTEN-null viability, CellTiter-Glo, 60 h; stronger effect = lower value;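 active = viability at or below a set limit, 4 SD under the median of all tested compounds, cut at about 3.7% in these data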;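 also: PTEN knockout HCT116 line with beta catenin targeted HCT116 as companion control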
Yeast life ext – extends the lifespan of yeast; S. cerevisiae growth with nicotinamide, OD615; deaD strain in restrictive glucose medium; inhibition of the nicotinamide effect, % at 10 µM; hit rate 0.68% among 130,000; AID 775;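 active = inhibition above a set limit, placed 3 SD over the median of all compounds, cut at about 26% in these data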;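 also: 0% = nicotinamide-treated wells and 100% = cells grown without nicotinamide; some compounds called inactive have numbers as strong as hits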
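Test system: DeaD-strain S. cerevisiae / Buffer or medium: restrictive glucose medium / Also added: nicotinamide 1.5 mM / Doses: one concentration, 10 µM, DMSO 0.25% / Schedule: 48 h at 30 °C / Signal: OD615 measurement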
BB579 growth dn – chemicals that inhibit yeast BB579 growth in restrictive medium (lifespan-shortening candidates) | S. cerevisiae BB579 growth, OD615, 48 h | inhibition, % at 10 µM | hit rate 0.51% among 140,000 | AID 804;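 active = inhibition above a set limit, 3 SD over the mean compound inhibition, cut at about 44% in these data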; also: inactives centre near -24
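Test system: DeaD yeast strain BB579 / Buffer or medium: restrictive glucose-based CSMM-D medium / Doses: single 10 µM dose / Schedule: 4 h cell preincubation, 48 h compound exposure, 30 °C humidified / Technique: culture absorbance at 615 nm / Controls: amphotericin B positive control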
GALR2 antag – blocks the human galanin receptor 2; GALR2-expressing cells, antagonist mode; inhibition, % at 4 µM; hit rate 0.39% among 140,000; in the data active = inhibition above about 27%;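 also: cells stimulated with galanin 1-16 at roughly its EC80; 0% = agonist challenge control and 100% = basal control without agonist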
Target sequence (O43603 whole entry, looked up): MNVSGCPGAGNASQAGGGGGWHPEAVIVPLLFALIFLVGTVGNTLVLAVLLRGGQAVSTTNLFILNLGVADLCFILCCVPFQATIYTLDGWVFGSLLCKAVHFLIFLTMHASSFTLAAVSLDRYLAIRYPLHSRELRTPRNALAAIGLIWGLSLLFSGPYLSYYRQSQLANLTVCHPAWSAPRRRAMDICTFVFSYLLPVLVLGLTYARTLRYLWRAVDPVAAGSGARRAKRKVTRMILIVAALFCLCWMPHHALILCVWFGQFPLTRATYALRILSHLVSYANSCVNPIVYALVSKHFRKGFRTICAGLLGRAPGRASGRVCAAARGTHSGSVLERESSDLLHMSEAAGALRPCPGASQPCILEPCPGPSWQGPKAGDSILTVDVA
HCT116 bCat-KO – beta-catenin-lacking colon tumor cell growth suppression; HCT116 beta-catenin knockout viability, CellTiter-Glo, 60 h; stronger effect = lower value; viability, % at 10 µM; AID 818; hit rate 1.5% among 140,000;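 active = viability at or under a set limit, the compound median less 4 SD, cut at about 6% in these data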;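 also: 0% = Hyamine 1622 control at 20 µM and 100% = untreated cell control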
* = called active by the depositor; / = not tested or not shown.

item	canonical_smiles	E-sel TNF inh	Measles CPE	Phagocyt inh	NPY Y2 blocker	MRP1 act
1	CCC(=O)Nc1ccc(/C(C)=N/NC(=O)c2c(-c3ccccc3Cl)noc2C)cc1	/	15	1	1	-0.4
2	N/C(=N\OC(=O)COc1ccc(Br)cc1)c1ccncc1	/	10	-3	4	-0.1
3	O=C(COc1ccc(Cl)cc1Cl)Nc1ccc(Cl)cn1	21	9	0	10	-0.1
4	C=CCn1c(SCC(=O)c2ccc(Br)cc2)nnc1C(CC(C)C)NC(=O)c1cccs1 (centres undefined)	5	1	1	-5	0.8
5	CCc1ccc2c(c1)c1nc(C)sc1n2CC(=O)OC	8	10	0	2	-3.0
6	Cc1nc2ccccc2c(=O)n1/N=C/c1ccccc1	-37	4	/	2	-1.7
7	O=C(NC1=NCCS1)c1ccc(-c2ccc(Cl)cc2)o1	/	8	-1	0	1.8
8	N=C1C(c2ccccc2)=C(O)CN1c1cccc(S(=O)(=O)Nc2cccc(C(F)(F)F)c2)c1	/	25	-8	0	3.1
9	O=C(Nc1ccc(F)cc1)NC1(C(=O)NCc2cccs2)CCCCC1	-35	14	1	4	-3.2
10	CCOC(=O)c1nc(Nc2ccc(C(=O)O)cc2)c2ccccc2n1	18	5	-2	-2	0.1
11	Cc1ccc(CNc2ccc(N3C(=O)CC(C)C3=O)cc2[N+](=O)[O-])cc1 (centres undefined)	25	12	/	-1	-2.3
12	O=C1COc2ccc(C(=O)CSc3nnnn3-c3ccccc3)cc2N1	-25	1	-1	3	1.0

item	HCT116 PTEN-null	Yeast life ext	BB579 growth dn	GALR2 antag	HCT116 bCat-KO
1	111	6	-15	8	103
2	99	4	-16	-2	88
3	87	-13	-27	-4	95
4	91	-2	-26	-13	90
5	95	-11	15	-10	91
6	99	-31	-20	10	110
7	81	-26	-13	-3	74
8	100	-1	-19	5	96
9	96	-15	-29	2	91
10	91	-9	-40	-5	102
11	96	-1	-2	-5	95
12	97	-16	-1	-12	101

Next part:
item	canonical_smiles	E-sel TNF inh	Measles CPE	Phagocyt inh	NPY Y2 blocker	MRP1 act
13	C=CCN1C(=O)N/C(=C/c2ccc(C)o2)C1=O	-16	21	-4	3	3.5
14	Cn1nnnc1SCc1ccc(C(=O)Nc2ccccc2F)cc1	-12	4	/	0	-1.7
15	COc1ccccc1NS(=O)(=O)c1cc([N+](=O)[O-])ccc1N/N=C/c1c[nH]c2ccccc12	-29	3	0	-5	-5.3
16	COC(=O)c1c[nH]n2c(=O)c(Cc3ccc(F)cc3Cl)c(C)nc12	7	6	1	3	-2.8
17	O=C(NCc1ccc2c(c1)OCO2)c1ccc(N2CCCC2=O)cc1	7	13	-1	5	0.9
18	CCOc1ccc(NC(=O)CCNS(=O)(=O)c2ccc(Br)s2)cc1	9	5	/	1	0.2
19	COC(=O)Cn1cc(C(=O)c2cccs2)c2ccccc21	-25	3	3	-1	-1.1
20	Cc1ccc(S(=O)(=O)c2c(N)n(CCCO)c3nc4ccccc4nc23)cc1	9	21	-1	0	-0.7
21	COc1ccc(Cn2nnnc2C(c2cccs2)N2CCN(c3ccc([N+](=O)[O-])cc3)CC2)cc1 (centres undefined)	-21	5	0	0	-1.0
22	Cn1c(=O)[nH]c(=O)c2c1nc(SCCN1CCCCC1)n2Cc1ccccc1	-9	15	/	1	-1.1
23	CC1=C(C#N)C(C)C2=C(CC(C)(C)CC2=O)N1 (centres undefined)	-22	22	7	0	-1.5
24	COc1cccc(OC)c1C(=O)N1CCN(Cc2ccccc2C(F)(F)F)CC1	-4	10	-2	5	1.2

item	HCT116 PTEN-null	Yeast life ext	BB579 growth dn	GALR2 antag	HCT116 bCat-KO
13	106	-4	-36	-6	94
14	94	-20	5	8	100
15	18	-1	5	6	36
16	84	2	-19	-1	88
17	99	-8	-26	-7	98
18	96	3	-22	-12	98
19	95	-15	-28	23	95
20	81	-11	-18	-2	87
21	82	12	-91	-3	84
22	92	-8	-62	-2	88
23	97	-3	-53	6	107
24	82	-12	12	-12	82

(more compounds)
item	canonical_smiles	E-sel TNF inh	Measles CPE	Phagocyt inh	NPY Y2 blocker	MRP1 act
25	CC(C)[C@H](NC(=O)NC1CCCC1)C(=O)O	2	7	1	1	-1.2
26	CCOc1cc(C(=O)N2CCN(c3ccc(C(C)=O)cc3)CC2)cc(OCC)c1OCC	17	6	2	6	-3.2
27	COc1cccc(/C=N/n2cncn2)c1OCC#N	11	5	-1	2	-3.4
28	COCCOc1ccc(C(F)(F)F)cc1Nc1nc2ccccc2o1	-65	9	-1	-2	-3.3
29	CC(C)Oc1ccc(C(=O)Nc2ccccc2N2CCCC2)cc1	6	11	0	0	0.3
30	CCc1ccccc1N1C(=O)c2ccccc2S1(=O)=O	-12	18	1	3	-1.7
31	COC(=O)C(CCSC)NC(=O)c1cccc([N+](=O)[O-])c1 (centres undefined)	17	2	/	-2	-1.1
32	CCc1ccc(C(=O)/C=C/c2ccc([N+](=O)[O-])o2)cc1	12	1	0	8	-3.2
33	NC(=O)N(CCC(=O)O)c1ccccc1	-19	13	-8	1	-0.1
34	CCc1ccc(Nc2nnc(SCC(=O)Nc3cccnc3Cl)s2)cc1	-17	17	-4	0	0.9
35	CCOc1ccc(N(CC(=O)NC2CCCCCC2)S(=O)(=O)c2c(C)noc2C)cc1	/	4	-1	4	-3.3
36	CCc1ccc(/C=N/NC(=O)c2c[nH]c3ccccc23)s1	/	6	-4	1	-2.2

item	HCT116 PTEN-null	Yeast life ext	BB579 growth dn	GALR2 antag	HCT116 bCat-KO
25	93	1	-31	-9	89
26	95	-12	9	-4	86
27	93	-5	-48	-8	102
28	86	-6	-24	-5	83
29	101	-10	-35	8	96
30	95	4	-34	0	88
31	91	-14	-8	7	67
32	1.5*	46*	-59	-6	1.9*
33	99	2	-15	7	100
34	79	-3	-18	-4	81
35	8	-1	-27	1	10
36	68	-6	14	-1	60

Single entries from the results shown.
COc1ccccc1NS(=O)(=O)c1cc([N+](=O)[O-])ccc1N/N=C/c1c[nH]c2ccccc12 in GALR2 antag: 6
Cc1ccc(CNc2ccc(N3C(=O)CC(C)C3=O)cc2[N+](=O)[O-])cc1 (centres undefined) in HCT116 bCat-KO: 95
CC(C)Oc1ccc(C(=O)Nc2ccccc2N2CCCC2)cc1 in HCT116 PTEN-null: 101

New compounds follow:
item	canonical_smiles	E-sel TNF inh	Measles CPE	Phagocyt inh	NPY Y2 blocker	MRP1 act
37	COc1ccc(C(=O)N/N=C/c2ccc(OC)c(CN3CCN(c4ccc(F)cc4)CC3)c2)cc1	-4	2	-10	2	-0.6
38	Cc1ccc(N(C(=O)c2csnn2)C(C(=O)NC(C)(C)C)c2ccncc2)cc1 (centres undefined)	-15	34	/	-1	-3.1
39	Cc1nnn(C23CC4CC(CC(C(=O)NN)(C4)C2)C3)n1	6	33*	-6	4	0.3
40	Cc1nnc(SCC(=O)N2CCC(C(N)=O)CC2)s1	-10	19	/	8	-3.0
41	O=C(COC(=O)CCOc1ccccc1)Nc1ccc(Cl)cn1	-9	6	-1	5	-1.2
42	CN=C1SC(CC(=O)Nc2cc(Cl)ccc2Cl)C(=O)N1C (centres undefined)	0	15	2	7	-0.5
43	O=Cc1cn(-c2ccccc2)nc1-c1ccc2c(c1)OCCO2	-18	5	/	2	-4.3
44	COc1cc2c(=O)n(Cc3ccco3)c(=O)n(CC(=O)c3ccc(Br)cc3)c2cc1OC	16	2	0	5	-2.4
45	N#Cc1cc(Br)ccc1N=C1CCCN1c1ccccc1	1	6	-4	4	-2.1
46	N#C/C(C(=O)NCc1ccccc1)=C1/N=C(NC(=O)c2cccs2)c2ccccc21	/	5	-3	2	-4.4
47	COC(=O)c1c(NC(=O)C2CC2)sc2c1CCCC2	/	29	0	3	-3.0
48	CCCNc1c(N)c(=O)oc2ccccc12	13	4	0	2	-3.6

item	HCT116 PTEN-null	Yeast life ext	BB579 growth dn	GALR2 antag	HCT116 bCat-KO
37	74	0	-18	0	84
38	101	-15	-5	-4	89
39	96	4	-39	-5	99
40	108	-3	-45	2	97
41	106	-15	-58	-10	105
42	109	-18	-54	-5	105
43	60	/	-28	6	59
44	9	-8	-66	4	29
45	89	-3	-18	1	80
46	81	-7	5	9	86
47	116	-11	-4	11	96
48	91	-7	-7	-4	93

An excerpt of these results, with two lines to a compound:
Value order – E-sel TNF inh	Measles CPE	Phagocyt inh	NPY Y2 blocker	MRP1 act	HCT116 PTEN-null	Yeast life ext	BB579 growth dn	GALR2 antag	HCT116 bCat-KO
45: N#Cc1cc(Br)ccc1N=C1CCCN1c1ccccc1
    1	6	-4	4	-2.1	89	-3	-18	1	80
46: N#C/C(C(=O)NCc1ccccc1)=C1/N=C(NC(=O)c2cccs2)c2ccccc21
    /	5	-3	2	-4.4	81	-7	5	9	86

(next part)
item	canonical_smiles	E-sel TNF inh	Measles CPE	Phagocyt inh	NPY Y2 blocker	MRP1 act
49	COc1ccc(CC(NC(C)=O)C(=O)NC2CCN(S(=O)(=O)c3ccccc3)CC2)cc1OC (centres undefined)	-33	7	0	-2	-1.0
50	O=C(Nc1nnc(-c2ccccc2)o1)c1cc(Cl)sc1Cl	/	32	/	3	-2.6
51	O=C(c1ccccc1NS(=O)(=O)c1ccc(Br)s1)N1CCCC1	-6	17	-1	-1	0.6
52	CCN(CC)C(=O)CSc1nc2c(sc(=S)n2-c2ccccc2)c(=O)n1Cc1ccco1	-9	9	-1	12	-5.3
53	CCCCCCC(=O)N/N=C1\CCCc2ccccc21	/	5	/	8	-0.5
54	O=S(=O)(c1cccc(NC(=S)N2CCN(c3ccccc3)CC2)c1)C(F)F	/	10	-1	-1	-1.9

item	HCT116 PTEN-null	Yeast life ext	BB579 growth dn	GALR2 antag	HCT116 bCat-KO
49	108	-12	-49	-7	108
50	88	5	-23	3	86
51	90	14	-12	6	83
52	67	6	-43	-9	62
53	97	0	-39	6	93
54	97	2	-3	1	89
